Source: PubChem
NR2F2 inh: NR2F2 (human) inhibition, primary screen; inhibition, % at 8.6 µM; HEK293T NGFI-A luciferase reporter, luminescence; 0.7% of 370,000 active;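 active = inhibition above a per-plate cutoff, mean inhibition of test wells between control levels plus 3 SD, cut at about 38% in these data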;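 also: cells cotransfected with COUP-TFII expression vector driving the NGFI-A reporter; 0% = median of COUP-TF2 test wells and 100% = reporter-only cells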
TLR9-MyD88 block: inhibitors of human TLR9-MyD88 binding; Q9NR96+Q99836; CHO BLA complementation TLR9-MyD88, CCF4 FRET ratio; inhibition, % at 4.98 µM; 0.21% of 340,000 active;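 active = inhibition above the mean over all tested compounds plus 3 SD, cut at about 21% in these data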;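 also: 0% = DMSO only wells and 100% = clavulanate BLA inhibitor control wells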
NR5A2 inv ag: suppresses constitutive activity of human LRH-1 | 0.13% of 360,000 active | O00482 | inhibition, % at 3.6 µM | HEK293T StAR-luciferase reporter, LRH-1 transfected, 24 h;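 active = inhibition above the mean inhibition of all tested compounds plus 3 SD, cut at about 73% in these data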;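 also: 0% = DMSO wells and 100% = reporter-only cells lacking LRH-1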
TWEAK-Fn14 inh: TWEAK-Fn14 signaling inhibition; TWEAK-stimulated Fn14 reporter cells, luciferase luminescence, 8 h; inhibition, % at 10 µM; 2% of 360,000 active; in the data active = inhibition above about 50%
NCOA3 inh: inhibits human SRC3 coactivator; Q9Y6Q9; HEK293 GAL4-SRC3 luciferase reporter, luminescence; inhibition, % at 3.6 µM; 0.17% of 360,000 active;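 active = inhibition above a per-campaign cutoff, the mean of all compounds plus 3 SD, cut at about 60% in these data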;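 also: 0% = DMSO-treated cells and 100% = gossypol-treated cells at 36 µM; higher means less SRC3-driven luciferase light from the GAL4 reporter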
NOD2-RIPK2 inh: NOD2-RIPK2 protein interaction inhibition; AID 624267; inhibition, % at 4.98 µM; CHO BLA complementation NOD2-RIPK2, CCF4 ratio; 0.38% of 360,000 active; O43353; in the data active = inhibition above about 21%;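 also: 0% = vehicle only and 100% = reference blocker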
TROY signal inh: blocks TROY-dependent signaling in reporter cells; Q293 LMP1-TROYcd NF-kB luciferase reporter, 4 h; inhibition, % at 10 µM; 0.98% of 360,000 active;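 active = compounds whose plate-normalised and pattern-corrected inhibition of the luciferase reporter signal at the single screening dose is 50% or more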
Granule exo inh: blocks lytic granule exocytosis; inhibition, % at 10 µM; TALL-104 LAMP-1 surface exposure, flow cytometry; cells stimulated with thapsigargin and PMA; 0.66% of 360,000 active; AID 651702;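 active = inhibition above about 55%, limit read from the data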
NCOA1 inh: human NCOA1 inhibition; inhibition, % at 3.6 µM; 0.12% of 360,000 active; Q15788; HEK293 GAL4-SRC1 luciferase reporter, luminescence;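 active = inhibition above the campaign mean plus 3 SD, with each screening campaign given its own cutoff, cut at about 60% in these data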;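 also: 0% = DMSO treated cells and 100% = gossypol at 36 µM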
SRC2 inh: human SRC2 (NCOA2) inhibition; Q15596; HEK293 GAL4-SRC2 luciferase reporter, luminescence; inhibition, % at 9 µM; 0.17% of 370,000 active; AID 651957;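 active = inhibition above the mean inhibition of all tested compounds plus 3 SD, set per campaign, cut at about 52% in these data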;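 also: 0% = DMSO treated cells and 100% = cells given Gossypol at 36 µM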
ABHD5-PLIN5 inh: ABHD5-PLIN5 protein interaction inhibition | Split G. princeps luciferase complementation, luminescence, 4 h | 0.78% of 360,000 active | AID 602281 | inhibition, % at 4 µM | Q00G26+Q8WTS1;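 active = inhibition above the mean inhibition across every tested compound plus 3 SD, cut at about 22% in these data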;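 also: 0% = DMSO only wells and the 100% control is not disclosed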
Target sequence (Q00G26 whole entry, looked up): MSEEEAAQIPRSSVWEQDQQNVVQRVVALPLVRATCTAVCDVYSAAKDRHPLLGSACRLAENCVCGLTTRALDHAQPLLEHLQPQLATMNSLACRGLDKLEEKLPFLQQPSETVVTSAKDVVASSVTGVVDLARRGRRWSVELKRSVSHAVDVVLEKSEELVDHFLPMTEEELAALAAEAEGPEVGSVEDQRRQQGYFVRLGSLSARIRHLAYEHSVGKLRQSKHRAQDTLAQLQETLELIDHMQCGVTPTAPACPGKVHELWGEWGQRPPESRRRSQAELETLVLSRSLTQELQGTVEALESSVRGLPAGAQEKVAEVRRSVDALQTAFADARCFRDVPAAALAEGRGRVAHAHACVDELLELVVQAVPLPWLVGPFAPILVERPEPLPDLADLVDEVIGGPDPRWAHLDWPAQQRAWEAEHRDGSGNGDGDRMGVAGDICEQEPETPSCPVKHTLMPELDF
Target sequence (Q8WTS1 whole entry, looked up): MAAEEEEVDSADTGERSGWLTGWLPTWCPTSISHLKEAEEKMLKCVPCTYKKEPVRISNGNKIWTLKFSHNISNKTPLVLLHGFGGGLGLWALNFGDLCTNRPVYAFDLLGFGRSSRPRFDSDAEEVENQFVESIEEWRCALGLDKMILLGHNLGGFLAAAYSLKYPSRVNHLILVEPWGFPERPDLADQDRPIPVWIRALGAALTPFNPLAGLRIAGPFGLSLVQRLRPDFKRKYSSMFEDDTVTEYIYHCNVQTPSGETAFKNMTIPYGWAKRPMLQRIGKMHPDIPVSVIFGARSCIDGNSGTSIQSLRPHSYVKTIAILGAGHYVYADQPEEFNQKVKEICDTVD
The depositor's hits bear a star; · = not tested or not shown.

Structure	NR2F2 inh	TLR9-MyD88 block	NR5A2 inv ag	TWEAK-Fn14 inh	NCOA3 inh	NOD2-RIPK2 inh	TROY signal inh	Granule exo inh	NCOA1 inh	SRC2 inh	ABHD5-PLIN5 inh
COc1cccc(Nc2nc3ccc(C(=O)c4ccccc4)cc3n3cnnc23)c1	7	-3	10	-46	13	-6	16	0	-6	11	-4
CCc1cc(-c2[nH]ncc2-c2ccc([N+](=O)[O-])cc2)c(O)cc1OC	·	9	1	39	-9	6	44	4	17	·	-4
CC[C@H](NC(=O)CC[C@H]1O[C@@H](n2cnc3c(NC(=O)c4ccccc4)ncnc32)[C@H](O)[C@@H]1O)c1ccccc1	-16	·	-28	17	-13	0	4	8	11	-8	5
COc1ccc(N(C(=O)c2cc3ccccc3oc2=O)C2C=CS(=O)(=O)C2)c(OC)c1 (stereo not given)	0	8	-4	16	9	-15	4	-2	8	23	1
CCC(=O)Nc1ccc(S(=O)(=O)Nc2ccc(Cl)nn2)cc1	-1	-9	14	1	3	-3	0	3	-12	-20	0
O=C(Nc1cccnc1)c1cccc(S(=O)(=O)N2CCCC2)c1	-4	-1	4	4	9	-23	-8	4	-9	-20	7
CN(c1ccccc1)S(=O)(=O)c1ccc(Cl)c(C(=O)NCC(c2ccco2)N2CCCC2)c1 (stereo not given)	23	-12	1	5	-2	-12	12	-3	7	19	2
COc1ccc(/C=C/C(=O)c2ccc(O)cc2)cc1CN1CCOCC1	0	0	-3	12	-11	0	20	0	-83	18	0
CN1CCC(=NNC(=O)CN(c2cccc([N+](=O)[O-])c2)S(=O)(=O)c2ccccc2)CC1	0	-5	6	-16	7	-4	-18	0	0	-16	-2
CC(=O)C1=C(C)N(CC2CC2)C(=O)N[C@H]1c1ccccc1	9	-4	5	8	-10	1	20	0	-9	15	-6
CS(=O)(=O)N(CC(=O)Nc1ccccc1C(=O)NCc1ccco1)c1ccccc1F	-1	-13	9	14	23	0	5	1	3	6	5
CCN(CC)c1ccc(/C=C(\C#N)C(N)=O)cc1	-25	6	-24	-32	-33	5	-33	1	-34	-57	-2
Nc1cc(N)nc(SCc2ccccc2Cl)n1	-7	5	-1	-30	-18	11	-14	-8	-28	-5	-2
COc1ccc(C2CN=NC2C(=O)c2ccccc2)cc1 (stereo not given)	-26	-1	-18	25	-16	-3	-5	-1	-32	-5	0
CC1CCCCN1CC(=O)NC(=O)NCc1ccccc1 (stereo not given)	-11	-2	23	-24	-5	-12	-10	-1	-16	-12	-2

2 entries from above, reformatted.
Order of results – NR2F2 inh, TLR9-MyD88 block, NR5A2 inv ag, TWEAK-Fn14 inh, NCOA3 inh, NOD2-RIPK2 inh, TROY signal inh, Granule exo inh, NCOA1 inh, SRC2 inh, ABHD5-PLIN5 inh
- CC(=O)C1=C(C)N(CC2CC2)C(=O)N[C@H]1c1ccccc1
  9, -4, 5, 8, -10, 1, 20, 0, -9, 15, -6
- CS(=O)(=O)N(CC(=O)Nc1ccccc1C(=O)NCc1ccco1)c1ccccc1F
  -1, -13, 9, 14, 23, 0, 5, 1, 3, 6, 5

Full records as entered above. Screens in order: NR2F2 inh | TLR9-MyD88 block | NR5A2 inv ag | TWEAK-Fn14 inh | NCOA3 inh | NOD2-RIPK2 inh | TROY signal inh | Granule exo inh | NCOA1 inh | SRC2 inh | ABHD5-PLIN5 inh
`CCC(=O)Nc1ccc(S(=O)(=O)Nc2ccc(Cl)nn2)cc1` is listed as -1 | -9 | 14 | 1 | 3 | -3 | 0 | 3 | -12 | -20 | 0
`CC[C@H](NC(=O)CC[C@H]1O[C@@H](n2cnc3c(NC(=O)c4ccccc4)ncnc32)[C@H](O)[C@@H]1O)c1ccccc1` is listed as -16 | · | -28 | 17 | -13 | 0 | 4 | 8 | 11 | -8 | 5
`CCc1cc(-c2[nH]ncc2-c2ccc([N+](=O)[O-])cc2)c(O)cc1OC` is listed as · | 9 | 1 | 39 | -9 | 6 | 44 | 4 | 17 | · | -4
`CN(c1ccccc1)S(=O)(=O)c1ccc(Cl)c(C(=O)NCC(c2ccco2)N2CCCC2)c1` (stereo not given) is listed as 23 | -12 | 1 | 5 | -2 | -12 | 12 | -3 | 7 | 19 | 2
`CS(=O)(=O)N(CC(=O)Nc1ccccc1C(=O)NCc1ccco1)c1ccccc1F` is listed as -1 | -13 | 9 | 14 | 23 | 0 | 5 | 1 | 3 | 6 | 5

Further results
Structure	NR2F2 inh	TLR9-MyD88 block	NR5A2 inv ag	TWEAK-Fn14 inh	NCOA3 inh	NOD2-RIPK2 inh	TROY signal inh	Granule exo inh	NCOA1 inh	SRC2 inh	ABHD5-PLIN5 inh
Cc1ccc(Sc2ccc(/C=N/O)cc2[N+](=O)[O-])cc1	-3	4	12	16	11	8	21	0	4	19	5
NC(=O)C1CCN(C(=O)CCSCc2ccc(Cl)c(Cl)c2)CC1	5	3	4	-2	3	11	7	0	11	13	0
CN1CCN(c2ccc(S(=O)(=O)N3CCCCC3)cc2NC(=O)CSCc2ccccc2)CC1	5	-6	-14	2	-21	-4	-3	8	6	-15	2
O=C(Nc1ccc(Cl)cn1)c1ccc(-c2ccc(Cl)c(Cl)c2)o1	12	-10	-12	-31	15	0	-6	-1	-7	16	-1
O=C(O)c1ccc2c(c1)N(Cc1cccc(F)c1)C(=O)CS2	-5	10	6	-8	4	-1	1	-1	8	-11	-1
COc1cc(NC(=O)c2sc3ncn(CC(=O)N4CCCCC4C)c(=O)c3c2C)cc(OC)c1OC (stereo not given)	-3	-4	5	7	-8	-4	4	-4	2	-35	-3
Cc1ccc(Cc2c(-c3ccco3)nc3ccc(Cl)cn23)cc1	·	·	2	48	-17	7	6	20	4	·	55*
O=C(Nc1cccc(S(=O)(=O)N2CCCCCC2)c1)c1ccc2c(c1)OCO2	24	-6	-6	31	17	-7	8	4	-37	9	-9
CN1CCN(C(=O)/C(=C/c2ccccc2)c2ccccc2)CC1	11	1	-14	2	16	3	-3	0	10	2	-2
C/C(=N\O)C(=O)NCc1ccncc1	-12	0	2	-1	-9	5	13	1	-1	3	-2
COC(=O)CSc1ccc(S(=O)(=O)N2CCCCCC2)cc1[N+](=O)[O-]	-10	-1	12	9	17	-6	-4	26	-10	-36	-10
CCC1CCC(NC2CCCCNC2=O)CC1 (stereo not given)	6	1	-3	0	6	1	-3	-4	14	16	0
C/C(=N\N=C(/N)c1nonc1N)c1ccc2c(c1)OCO2	-52	5	-149	0	-91	-8	-40	-1	-103	-38	-5
COc1ccc(-c2nc(CS(=O)CC(=O)N3CCN(C)CC3)c(C)o2)cc1 (stereo not given)	6	-2	-5	1	-9	-2	4	5	8	5	-6
COc1ccc(-c2nn(-c3ccccc3)cc2C(=O)NC2CCC(C)CC2)cc1 (stereo not given)	-15	4	-9	-41	-7	6	-14	4	-21	-15	2
O=C(O)c1ccccc1C(=O)OC1CCCC2CCCC21 (stereo not given)	-5	0	-16	-2	2	1	-13	0	4	-13	2
COc1ccc(NC(=O)c2ccc(-n3cccn3)nc2)cc1	-12	1	4	6	0	2	-20	-2	-11	7	-2
Cc1cc(SCC(=O)NC(=O)c2cccn2C)nc2ccccc12	20	-6	1	-77	9	8	-3	1	-23	2	0
O=C(O)C(CC1CCCCC1)N1CCS(=O)(=O)CC1 (stereo not given)	-20	4	22	14	11	4	1	0	6	-4	13
O=C(CSc1ccccc1)Nc1cc(S(=O)(=O)N2CCOCC2)ccc1N1CCOCC1	3	1	9	3	15	3	-24	-4	5	0	7
Cc1nn(-c2ccccc2)c2c1C(c1ccc(F)cc1)C(C#N)=C(N)O2 (stereo not given)	18	3	-11	-2	12	1	3	-4	7	3	-15
Cc1ccc(-c2cn3nc(-c4ccccc4)c(-c4ccccc4)nc3n2)cc1	20	·	4	-12	7	13	-14	50	-24	-16	7
CN(C)S(=O)(=O)c1ccc(-n2cccc2)cc1	9	0	-4	20	3	5	13	2	5	5	0
CCOc1ccc(CNc2ccc3c(c2)nc(C)n3C)cc1	-10	1	-40	24	-40	-11	38	2	-52	-36	-6
CCS(=O)(=O)c1ccc2oc(SCC(=O)c3c(N)n(C4CC4)c(=O)[nH]c3=O)nc2c1	0	11	2	-10	5	-1	-1	7	2	-14	0
CCOC(=O)c1[nH]c(C)c(C(=O)OC(C)C(=O)Nc2ncc(Cl)cc2Cl)c1C (stereo not given)	1	6	1	17	-37	-7	7	-1	1	-12	-6
COc1ccc(NC(=S)N2CCC(Cc3ccccc3)CC2)cc1OC	13	-3	2	14	5	-7	-8	4	-11	7	-11
COc1ccc(NC(=O)CN2C(=O)COc3ccccc32)cc1OC	27	-2	-1	-13	-1	2	2	2	9	-49	-2
O=C(CSc1nc2cc([N+](=O)[O-])ccc2n1-c1ccc(F)cc1)NC1CCS(=O)(=O)C1 (stereo not given)	-4	7	12	4	8	0	0	-9	-6	-22	-6
O=C(NCCc1c[nH]c2ccccc12)C(=O)NCC1OCCCN1S(=O)(=O)c1ccc(F)cc1 (stereo not given)	-1	0	12	16	18	1	11	6	-19	5	-2

A second format for some results above.
Screens in order: NR2F2 inh, TLR9-MyD88 block, NR5A2 inv ag, TWEAK-Fn14 inh, NCOA3 inh, NOD2-RIPK2 inh, TROY signal inh, Granule exo inh, NCOA1 inh, SRC2 inh, ABHD5-PLIN5 inh
- Cc1ccc(Cc2c(-c3ccco3)nc3ccc(Cl)cn23)cc1
  ·, ·, 2, 48, -17, 7, 6, 20, 4, ·, 55*
- NC(=O)C1CCN(C(=O)CCSCc2ccc(Cl)c(Cl)c2)CC1
  5, 3, 4, -2, 3, 11, 7, 0, 11, 13, 0

Going on with the list.
Structure	NR2F2 inh	TLR9-MyD88 block	NR5A2 inv ag	TWEAK-Fn14 inh	NCOA3 inh	NOD2-RIPK2 inh	TROY signal inh	Granule exo inh	NCOA1 inh	SRC2 inh	ABHD5-PLIN5 inh
O=S(=O)(CC(c1ccccc1)N1CCCCC1)c1ccc(Cl)cc1 (stereo not given)	-28	·	22	-9	4	-9	-17	-2	1	25	-7
CC1CCCCC12NC(=O)N(CC(=O)OCC(=O)c1ccc(OC(F)F)cc1OC(F)F)C2=O (stereo not given)	9	-4	17	-13	14	-1	10	-4	8	0	0
N#CCCCSc1nnc(CSc2nc3ccccc3s2)n1-c1ccccc1	5	-11	0	19	4	1	18	0	-8	1	3
CCCCn1nnnc1SCC(=O)Nc1cccc(C)n1	-4	12	-16	10	0	-10	-4	0	-2	-19	3
O=C(O)c1cc(N/N=C/c2cccnc2)ccc1Cl	-7	3	-36	-11	-2	13	-14	-1	-5	-26	4
O=C(NC1(C(F)(F)F)NC(=O)N(Cc2cccnc2)C1=O)c1ccc(F)cc1 (stereo not given)	2	4	12	10	-1	-6	4	4	4	-11	0
Cn1cnc(S(=O)(=O)N2CCN(C(c3ccccc3)c3ccccc3)CC2)c1	-2	3	7	17	15	-18	-14	4	-3	-18	7
COCCCNC(=O)Cn1cc(C(=O)c2cccs2)c2ccccc21	17	1	3	3	7	3	·	1	11	-23	-6

Some of the compounds tested; the hit share may differ from the screen's.
